Bioassay records as filed in PubChem.
Abeta yeast res: qHTS for compounds that reverse cellular toxicity of Amyloid beta (A-beta) peptide in yeast: Primary Screen; yeast expressing A-beta42, growth rescue, OD600, 48 h; response scale: 0% DMSO, 100% iron-clioquinol control; Potency, µM (series often up to 46.1 µM), for inactives: at the top dose growth rescue, usual class: activators; hit rate 0.063% among 410,000; also: potency is read from the fitted curve at half-maximal effect; nearly all actives have a fitted effect of over 55% in size
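Growth rescue measured by 600 nm absorbance after 48 h yeast culture at 30 C with compound. Values normalized between DMSO and an equimolar ferric chloride plus clioquinol control.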
WRN helicase inh: qHTS for Inhibitors of WRN Helicase; hit rate 0.46% among 360,000; Bifunctional 3'-5' exonuclease/ATP-dependent helicase WRN (Homo sapiens), Q14191; Potency, µM (top dose mostly 114 µM), for inactives: top-dose activity change, negative = inhibition, actives largely listed as inhibitors; WRN helicase unwinding, fluorescent forked duplex, kinetic; also: potency is read from the fitted curve at half-maximal effect; % is scaled to controls: 0 for no effect and ±100 for the full control effect; nearly all actives have a fitted effect of over 55% in size
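WRN at 20 nM final preincubated with compound 15 min at room temperature; reaction started with 100 nM fluorophore/quencher forked duplex oligonucleotide and 2 mM ATP final. Unwinding followed kinetically by red fluorescence (ex 525, em 598 nm).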
EPAC1 antagonist: qHTS for Antagonist of cAMP-regulated guanine nucleotide exchange factor 3 (EPAC1): primary screen. AID 720709, 2013. Rap guanine nucleotide exchange factor 3 (Homo sapiens), O95398. hit rate 0.14% among 360,000. Potency, µM (series often up to 115 µM), without a hit: top-dose activity change, negative = inhibition, most hits filed as inhibitors. EPAC1 GEF assay, Rap1b-BODIPY-GDP exchange fluorescence;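 also: potency is read from the fitted curve at half-maximal effect; plate controls were vehicle for no effect and positive control for full effect; nearly all actives have a fitted effect of over 50% in size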
Target sequence (O95398 whole entry, looked up): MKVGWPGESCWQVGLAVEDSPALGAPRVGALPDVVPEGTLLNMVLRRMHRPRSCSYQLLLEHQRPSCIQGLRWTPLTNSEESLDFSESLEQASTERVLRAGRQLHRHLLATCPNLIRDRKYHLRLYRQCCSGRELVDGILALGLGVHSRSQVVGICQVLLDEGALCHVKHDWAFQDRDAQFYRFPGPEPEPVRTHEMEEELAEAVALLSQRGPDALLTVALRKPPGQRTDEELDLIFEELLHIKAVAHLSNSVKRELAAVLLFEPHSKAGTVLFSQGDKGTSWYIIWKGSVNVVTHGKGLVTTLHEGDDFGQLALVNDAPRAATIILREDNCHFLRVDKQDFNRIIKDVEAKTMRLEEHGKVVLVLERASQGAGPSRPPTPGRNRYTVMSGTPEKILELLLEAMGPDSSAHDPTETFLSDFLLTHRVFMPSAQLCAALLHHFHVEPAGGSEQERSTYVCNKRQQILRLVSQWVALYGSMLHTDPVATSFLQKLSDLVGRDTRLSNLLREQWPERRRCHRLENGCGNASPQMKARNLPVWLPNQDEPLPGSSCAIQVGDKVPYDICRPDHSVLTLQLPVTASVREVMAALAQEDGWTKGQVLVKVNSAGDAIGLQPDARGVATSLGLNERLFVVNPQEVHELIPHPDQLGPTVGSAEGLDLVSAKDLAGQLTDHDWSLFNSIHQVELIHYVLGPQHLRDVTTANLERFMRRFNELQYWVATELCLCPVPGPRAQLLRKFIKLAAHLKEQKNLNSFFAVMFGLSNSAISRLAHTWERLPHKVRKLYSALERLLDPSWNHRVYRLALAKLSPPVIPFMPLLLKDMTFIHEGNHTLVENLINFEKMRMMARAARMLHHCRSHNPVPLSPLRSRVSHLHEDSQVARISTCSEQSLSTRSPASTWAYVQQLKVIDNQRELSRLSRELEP
PI5P4K alpha inh: qHTS for Inhibitors of phosphatidylinositol 5-phosphate 4-kinase (PI5P4K); Phosphatidylinositol 5-phosphate 4-kinase type-2 alpha (Homo sapiens), P48426; PI5P4Kalpha enzyme, ADP-Glo luminescence, 60 min; active compounds read low; max response, %; hit rate 1.2% among 330,000; AID 652105, 2013; active = max response of -50% or lower; inconclusive = between -30% and -50%; inactive = -30% or higher; also: value at the top dose of about 77 µM; % is scaled to controls: 0 for no effect and ±100 for the full control effect
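PI5P4Kalpha ADP-Glo assay; 5 microM ATP final; 60 min RT reaction; HEPES pH 7.4/EGTA/CHAPS, 5% DMSO; controls lacking substrate or enzyme; luminescent end-point.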
PLK1 PBD block: qHTS for Inhibitors of PLK1-PDB (polo-like kinase 1 - polo-box domain): Primary Screen; Plk1 PBD binding of FITC phosphopeptide, fluorescence polarization; Potency, µM, for inactives: max response, negative = inhibition, most hits filed as inhibitors; hit rate 2.8% among 360,000; AID 720504, 2013; also: potency is read from the fitted curve at half-maximal effect; series mostly up to about 57 µM; % is scaled to controls: 0 for no effect and ±100 for the full control effect; nearly all actives have a fitted effect of over 65% in size
IL2 activator: qHTS of IL-2 Activators. IL-2 activation reporter assay, cell-based qHTS; stimulated with anti-CD3/CD4/CD28 beads; in transgenic mouse T cells. activation, % (series mostly up to about 46 µM). hit rate 0.065% among 360,000. AID 652025, 2013; in the data active = activation above about 50%; inconclusive = mostly about 30% to 49%; also: 0% is about no effect
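Quantitative HTS in unstimulated transgenic mouse T cells, with memory T cells as non-tolerant control and PMA/ionomycin as tolerance-bypass control. Compound pretreatment lasted 60 minutes before 18 h bead stimulation; EGFP/DsRed fluorescence read.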
EPAC1 agonist: qHTS for Agonist of cAMP-regulated guanine nucleotide exchange factor 3 (EPAC1): primary screen. Potency, µM (titrated, usually from 154 µM), for the others: at the top dose activation, usual class: activators. Rap guanine nucleotide exchange factor 3 (Homo sapiens), O95398. EPAC1 agonist qHTS, biochemical assay; response scale: 100% = response to 6.5 mM cAMP. hit rate 0.073% among 360,000; also: potency is read from the fitted curve at half-maximal effect; nearly all actives have a fitted effect of over 60% in size
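Fluorescent GDP-exchange assay: 100 nM EPAC1 with 250 nM Rap1B preloaded with BODIPY-GDP and 50 uM GDP; compounds tested as concentration series, 5 min at room temperature, then read every 5 min for 30 min (ex 480/em 540 nm); normalized to 6.5 mM cAMP.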
FUS yeast rescue: qHTS for Suppressors of FUS Proteinopathy: Primary screen using FUS-linked yeast assay | Potency, µM (titrated, usually from 76.6 µM), for the others: at the top dose growth rescue (activation), usual class: activators | hit rate 0.24% among 390,000 | S. cerevisiae FUS-expressing, growth rescue, OD600, 24 h;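 also: potency is read from the fitted curve at half-maximal effect; plate controls were DMSO vehicle for no effect and reference control for full effect; nearly all actives have a fitted effect of over 55% in size; some results filed as inactive show a strong effect at the top dose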
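Quantitative HTS measuring growth restoration of FUS-toxic yeast. Galactose-induced cells (OD 0.005) were exposed 24hr at 30C to compounds at several concentrations, then absorbance at 600 nm was recorded.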
An asterisk follows results filed as active; ? = inconclusive; nt = no result given; [ ] = another dose, or the depositor's remark. Unless noted, calls follow the shape of the dose curve; as a rule, active = well fitted curve in the direction sought with a large enough effect; inconclusive = small, poorly fitted or top-dose-only effect, or another doubt; inactive = no such curve, though single readings can be large; an effect the other way counts as inactive or inconclusive.

cpd | mol | Abeta yeast res | WRN helicase inh | EPAC1 antagonist | PI5P4K alpha inh
1 | COc1ccc(S(=O)(=O)N(CC(=O)NCc2ccco2)c2ccc(C)cc2)cc1OC | -5% | -1% | -33% | 4
2 | C=CCn1c(=NC(=O)c2cccs2)sc2cccc(OC)c21 | 0% | -5% | -5% | 69
3 | CCC(=O)Nc1nc(-c2ccc3c(c2)CC(C)N3S(C)(=O)=O)cs1 (stereo unspecified) | 8% | 3% | 28% | 1
4 | COc1ccc(C(=O)NN2C(=O)C3C4C=CC(O4)C3C2=O)cc1 (stereo unspecified) | 7% | -8% | 9% | -5
5 | O=C(N/N=C1/CCSC1)c1cc(Br)ccc1O | 5% | -35% | 4% | ?
6 | CC(C)NS(=O)(=O)c1ccc(NCCCn2ccnc2)c([N+](=O)[O-])c1 | 2% | 3% | 12% | -5
7 | NC(=O)CCN1CCCCC1 | -1% | -4% | -4% | 2
8 | Cc1ccc(C(=O)N2CCN(CCNC(=O)C(=O)NC(C)C)CC2)cc1 | -6% | 17% | 9% | 5
9 | CCCN1CNC(=S)N(c2cccc(C)c2)C1 | 27% | 1% | -18% | -2
10 | C/C(=N\OCc1ccc(C#N)cc1)c1ccc(S(=O)(=O)N(C)C)cc1 | 1% | -6%[57.1 µM] | 6% | 5
11 | C=CCn1c(=O)/c(=C/c2ccc(O)cc2)s/c1=C(/C#N)c1nnc2n1CCCCC2 | -26% | -10% | -1% | nt
12 | CCn1c(SCC(=O)N2CCCc3ccccc32)nnc1-c1cccs1 | 14% | 4% | 3% | nt

cpd | PLK1 PBD block | IL2 activator | EPAC1 agonist | FUS yeast rescue
1 | -25% | 3.0 | -1% | 25%
2 | -2% | -3.9 | 14% | -20%
3 | -1% | -0.8 | 13% | 25%
4 | -6% | -0.5 | 2% | -31%
5 | -15% | 1.4 | 11% | 10%
6 | ? | 1.3 | 4% | -3%
7 | 1% | -0.4 | 7% | -15%
8 | -7% | -3.3 | -6% | -1%
9 | -13% | -0.2 | 5% | 19%
10 | 2% | -0.3 | 13% | 22%
11 | 75%[activator] | 4.8 | 15% | 36%
12 | 0% | -1.9 | -5% | 17%

(list continues)
cpd | mol | Abeta yeast res | WRN helicase inh | EPAC1 antagonist | PI5P4K alpha inh
13 | O=C(NCc1ccccc1)C(c1ccncc1)N(C(=O)c1csnn1)c1ccccc1F (stereo unspecified) | -4% | -15%[57.1 µM] | 8% | 3
14 | O=C(CN1CCC(n2nnc3cc(F)ccc32)CC1)Nc1ccc2c(c1)CCC2 | 2% | -3% | -26% | -5
15 | Cc1ccc(C)c(NC(=O)CCC(=O)N/N=C/c2cccnc2)c1 | 7% | 14% | 9% | 3
16 | CCOC(=O)c1ccc(NC(=S)NN)cc1 | ? | -7%[57.1 µM] | -18% | -1
17 | Cn1c(=O)[nH]c(=O)c2c1nc(N1CCN(C(=O)c3ccco3)CC1)n2CCCSc1ncccn1 | -15% | 2% | -9% | 4
18 | Cc1ccc(-c2nnc(/C=C/c3ccccc3)o2)cc1 | 6% | -4% | 5% | 5
19 | COc1ccc(/C=C(\NC(=O)c2ccc(Cl)cc2)C(=O)NCCCn2ccnc2)cc1OC | -24% | 4% | 8% | 1
20 | Cc1ccc(SCC(=O)Nc2cccc(C)c2)cc1 | ? | -10% | -16% | 1
21 | CCOC(=O)N1CCC(N2C(=O)c3ccccc3C2Nc2ccc3c(c2)OCCO3)CC1 (stereo unspecified) | 6% | -3% | 5% | 1
22 | N=c1nc(N)nc2n1NC(c1ccc(F)cc1)=CS2 | -29% | -22% | -7% | nt
23 | CCOc1ccc(NC(=O)N(CC(C)C)CC(C)C)cc1 | 15% | 7% | 8% | nt
24 | Nc1cc2c(cc1Cl)N(Cc1ccccc1)C(=O)CO2 | -10% | 4% | 1% | 1

cpd | PLK1 PBD block | IL2 activator | EPAC1 agonist | FUS yeast rescue
13 | -1% | -0.6 | -8% | -10%
14 | -2% | 6.7 | 2% | -1%
15 | 0% | -3.8 | 4% | 4%
16 | -14% | -0.7 | 1% | 29%
17 | 3% | -0.4 | -2% | -31%
18 | -3% | -0.6 | -7% | nt
19 | -7% | 0.2 | -6% | 23%
20 | 0% | -0.2 | 2% | -36%
21 | -10% | -3.3 | 11% | 2%
22 | -10% | -1.6 | -10% | 23%
23 | -8% | -1.2 | -3% | 31%
24 | -11% | -0.1 | -3% | 21%

New compounds follow
cpd | mol | Abeta yeast res | WRN helicase inh | EPAC1 antagonist | PI5P4K alpha inh
25 | Cc1cc(C)cc(NC(=O)CSc2nnc(-c3ccncc3)o2)c1 | 3% | 0% | -3% | 3
26 | COc1ccccc1NC(=O)Cc1noc(CSc2nnc(C)n2C)n1 | 18% | -5% | -4% | 1
27 | COCC(=O)N(Cc1cc2cc(OC)ccc2[nH]c1=O)c1ccccc1 | 10% | 1% | 0% | -1
28 | Clc1ccc(OCCn2ccnc2)c(Cl)c1 | -23% | -1% | 3% | nt
29 | Clc1ccc(SCc2csc(N3CCOCC3)n2)cc1 | 15% | -3% | 2% | 4
30 | O=[N+]([O-])c1ccc(CSc2nnc(Cc3ccccc3)n2-c2ccc(F)cc2)cc1 | 5% | -27% | -14% | 20
31 | CC(C)(C)N/N=C1\CC(c2ccccc2)Oc2ccccc21 (stereo unspecified) | 9% | -8% | 0% | 8
32 | NS(=O)(=O)c1ccc(NC(=O)CSc2nnc(Cc3cccs3)n2-c2ccccc2)cc1 | -1% | -3% | 26% | 3
33 | COc1ccc(S(=O)(=O)N2CCCc3ccccc32)cc1OC | -18% | -12% | -2% | 2
34 | COc1ccc(/C=C/C2=NNC(=O)CC2)cc1 | -22% | 0% | 8% | 1
35 | O=C(CCC(=O)N(CC(=O)NC1CCCCC1)Cc1ccco1)Nc1nccs1 | -4% | 5% | 12% | 1
36 | CCCc1cc(C(=O)Nc2ccc(C(=O)OC)cc2)cs1 | -3% | 5% | -8% | 0

cpd | PLK1 PBD block | IL2 activator | EPAC1 agonist | FUS yeast rescue
25 | -20% | -1.9 | 9% | 14%
26 | -4% | -0.2 | 17% | -23%
27 | 2% | 0.4 | 0% | 3%
28 | -4% | -1.2 | 4% | 10%
29 | ? | -5.6 | 2% | 19%
30 | -3% | 0.2 | -1% | nt
31 | 30µM* | -1.5 | 3% | -3%
32 | -6% | -0.4 | -2% | 15%
33 | 1% | -0.4 | -4% | 17%
34 | -10% | 1.8 | 6% | -7%
35 | 3% | 0.3 | -1% | 0%
36 | -11% | -0.6 | -5% | 1%

New compounds follow:
cpd | mol | Abeta yeast res | WRN helicase inh | EPAC1 antagonist | PI5P4K alpha inh
37 | CN(C)CCn1nnnc1SCC1=C(C(=O)O)N2C(=O)[C@@H](NC(=O)Cc3csc(N)n3)[C@H]2SC1 | -13% | -15% | -7% | -3
38 | COc1ccc(CN(CCC(c2ccccc2)C2CCOC(C)(C)C2)C(C)=O)cc1 (stereo unspecified) | 0% | 5% | -4% | -5
39 | O=C(NCCS(=O)(=O)N1CCN(c2ccccc2)CC1)c1ccco1 | -10% | 7% | 11% | 3
40 | O=C(COC(=O)/C(=C/c1cccs1)c1cccs1)NC(c1ccccc1)c1ccccc1 | 2% | 2% | -8% | -28
41 | CN=C(Nc1ccc(C(=O)OC)s1)c1ccccc1 | -1% | 1% | -6% | 3
42 | Cc1ccc(-n2ncc(C(=O)N3CCN(C(=O)c4ccco4)CC3)c2-n2cccc2)cc1 | 2% | 0% | -2% | -2
43 | CCOC(=O)/C=c1\s/c(=C\c2ccccc2OC)c(=O)n1CC(=O)N1CCOCC1 | 0% | 4% | -11% | -7
44 | O=C(NCc1ccccc1)C1=C[C@@H](c2ccc3c(c2)OCO3)C[C@@H](OCCCCO)O1 | 4% | -10% | -12% | -13
45 | CCOC(=O)C1CCN(S(=O)(=O)c2ccc(Br)c(OCC)c2)CC1 | 3% | -3% | -4% | 12
46 | CC(=O)Oc1ccccc1-n1c(C)nc(=O)c(-c2ccccc2)c1C | -10% | 3% | -9% | 6
47 | Cc1cc([N+](=O)[O-])nn1CC(=O)N1c2ccccc2CC1C (stereo unspecified) | -11% | -33%[57.1 µM] | 19% | 3
48 | O=C(c1cccs1)N(CCN1CCCCC1)CC1CCCN(C2CCCC2)C1 (stereo unspecified) | -2% | 1% | 15% | -12
49 | CC1=C(C#N)C(c2ccccc2O)C(C#N)=C(C)N1 | -18% | 6% | -9% | 1
50 | OC1c2cc(Cl)cc(Cl)c2N=C2CCCN21 (stereo unspecified) | -19% | 13%[57.1 µM] | ? | 2

cpd | PLK1 PBD block | IL2 activator | EPAC1 agonist | FUS yeast rescue
37 | ? | 0.2 | -21% | 17%
38 | -10% | -5.5 | -3% | 46%
39 | -3% | 0.7 | -9% | 22%
40 | -3% | -0.5 | 2% | nt
41 | 4% | 0.7 | -2% | -49%
42 | 1% | -1.7 | 5% | 37%
43 | -9% | -0.1 | 9% | 15%
44 | -12% | -0.2 | 2% | 15%
45 | -9% | -0.4 | 7% | 5.6µM*
46 | 2% | 0.5 | -6% | 0%
47 | 4% | -0.1 | -7% | 18%
48 | -12% | -3.4 | -2% | -3%
49 | -9% | 0.4 | 10% | 0%
50 | -15% | -0.1 | 11% | -21%

Single records (already shown). Screens in order: Abeta yeast res | WRN helicase inh | EPAC1 antagonist | PI5P4K alpha inh | PLK1 PBD block | IL2 activator | EPAC1 agonist | FUS yeast rescue
CC(=O)Oc1ccccc1-n1c(C)nc(=O)c(-c2ccccc2)c1C as listed: -10% | 3% | -9% | 6 | 2% | 0.5 | -6% | 0%
OC1c2cc(Cl)cc(Cl)c2N=C2CCCN21 (stereo unspecified) as listed: -19% | 13%[57.1 µM] | ? | 2 | -15% | -0.1 | 11% | -21%
CN(C)CCn1nnnc1SCC1=C(C(=O)O)N2C(=O)[C@@H](NC(=O)Cc3csc(N)n3)[C@H]2SC1 as listed: -13% | -15% | -7% | -3 | ? | 0.2 | -21% | 17%
